Assay outcomes as filed in PubChem.
ERG Ets-DNA blk = inhibitors of human ERG Ets domain-DNA interaction | P11308 | Potency, µM (doses to about 76.9 µM), without a hit: top-dose FP activity, negative = inhibition, most hits filed as inhibitors | 370,000 compounds, 0.028% hits | fluorescence polarization, His-ERG Ets domain / labelled DNA; active means well fitted inhibition curve with a large enough effect in the polarisation, with a control signal flat; inconclusive means small, poorly fitted or top-dose-only effect, or effect the other way, or a change in a side signal; inactive means no such curve, though single readings can be large or run the other way; the % refers to the polarisation;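 further: polarization taken with two DNA probes labelled with fluorescein and Texas red; potency means the concentration at half of the fitted maximal effect; % of control where 0% means no effect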
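His-tagged ERG Ets domain (1 uM in the protein solution; 300mM KCl, 50mM Tris-HCl, 1mM EDTA, 1mM DTT, pH 7.5) received compound, then a probe mix of 5 nM fluorescein-DNA and 100nM Texas-615-DNA. Fluorescence polarization was read for both dyes.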
ALOX12 inh = inhibitors of human 12S-lipoxygenase ALOX12 | P18054 | purified 12hLO, xylenol orange hydroperoxide absorbance | Potency, µM (series often up to 108 µM), inactives show at the highest dose activity change, negative = inhibition, hits mostly inhibitors | 580,000 compounds, 1.1% hits | AID 1671190; further: potency means the concentration at half of the fitted maximal effect; on the % scale 0 is the no-effect control and ±100 the full control effect
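Purified human 12hLO at 150 nM in 25 mM Hepes, 0.01% Triton X-100, pH 7.0, preincubated 15 min at room temperature with compound. Reaction started with 40 uM arachidonic acid, 30 min at room temperature. Hydroperoxide measured by Fe-xylenol orange, 573/405 nm absorbance ratio.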
POLK inh = blocks human DNA polymerase kappa activity; Potency, µM (doses to about 107 µM), inactives show top-dose activity, negative = inhibition, most hits filed as inhibitors; purified Pol kappa, fluorescent DNA synthesis assay, 10 min; Q9UBT6; 400,000 compounds, 0.53% hits; further: potency means the concentration at half of the fitted maximal effect; on the % scale 0 is the no-effect control and ±100 the full control effect
Target sequence (Q9UBT6 whole entry, looked up): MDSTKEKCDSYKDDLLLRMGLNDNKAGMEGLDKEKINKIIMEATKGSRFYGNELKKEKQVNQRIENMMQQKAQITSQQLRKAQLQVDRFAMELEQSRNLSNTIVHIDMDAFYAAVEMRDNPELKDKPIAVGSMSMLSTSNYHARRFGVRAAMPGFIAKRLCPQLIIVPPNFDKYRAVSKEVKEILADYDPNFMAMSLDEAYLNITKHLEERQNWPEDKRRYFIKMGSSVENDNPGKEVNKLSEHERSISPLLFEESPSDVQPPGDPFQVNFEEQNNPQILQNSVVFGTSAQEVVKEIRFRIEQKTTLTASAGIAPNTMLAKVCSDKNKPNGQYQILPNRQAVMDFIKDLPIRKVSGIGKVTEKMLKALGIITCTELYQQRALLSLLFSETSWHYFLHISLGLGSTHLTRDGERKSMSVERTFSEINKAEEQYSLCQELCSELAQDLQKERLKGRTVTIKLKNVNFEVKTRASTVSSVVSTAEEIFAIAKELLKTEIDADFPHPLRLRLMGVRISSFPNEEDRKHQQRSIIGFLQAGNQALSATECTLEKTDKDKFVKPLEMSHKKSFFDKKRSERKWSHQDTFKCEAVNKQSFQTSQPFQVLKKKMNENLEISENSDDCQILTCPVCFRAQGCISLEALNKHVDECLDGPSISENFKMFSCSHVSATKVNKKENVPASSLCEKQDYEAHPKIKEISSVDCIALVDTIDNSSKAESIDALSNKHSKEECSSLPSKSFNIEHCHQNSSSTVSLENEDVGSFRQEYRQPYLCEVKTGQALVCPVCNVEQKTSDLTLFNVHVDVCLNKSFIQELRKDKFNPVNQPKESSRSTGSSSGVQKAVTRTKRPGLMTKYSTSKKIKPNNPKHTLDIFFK
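Enzyme at 10 nM met test compounds for 15 min at room temperature. Substrate addition (50 nM final) began the reaction, which was monitored by fluorescence at 0 and 10 min.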
APEX1 inh = inhibitors of human APE1 endonuclease | recombinant APE1, TAMRA/BHQ-2 abasic DNA cleavage fluorescence | P27695 | AID 2517 | Potency, µM (highest dose often 65.8 µM), for the others: at the top dose activity change, negative = inhibition, most hits filed as inhibitors | 350,000 compounds, 0.35% hits;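 further: potency means the concentration at half of the fitted maximal effect; plate controls were vehicle for no effect and reference inhibitor for full effect; nearly all actives have a fitted effect of over 55% in size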
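Substrate: short duplex with […] THF abasic site, 5'-TAMRA and 3'-BHQ-2, 50 nM final. APE1 at 0.75 nM, preincubated 15 min RT with compound. Fluorescence increase from first to third read measured activity.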
LDHA inh = inhibitors of human lactate dehydrogenase A; 480,000 compounds, 0.15% hits; purified LDHA, NADH/diaphorase-resazurin fluorescence; stronger effect = lower value; AID 1347041; P00338; activity change, % (values are at about 110 or 230 µM); in the data active means activity change below about -30%; inconclusive means mostly about -25% to -30%;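 further: plate controls were DMSO wells for no effect and wells without enzyme for full effect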
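Human LDH5 at 2 nM final in Tris HCl pH 7.4 with 0.06 mM NADH and 0.2 mM pyruvate, reacted 5 minutes at room temperature. Remaining NADH coupled via diaphorase/resazurin; resorufin fluorescence read at 0 and 20 minutes, normalized to enzyme-free and DMSO wells.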
Pol eta inh = DNA polymerase eta (human) inhibition | Potency, µM (doses to about 114 µM), for inactives: at the highest dose activity change, negative = inhibition, most hits filed as inhibitors | 390,000 compounds, 1.2% hits | Q9Y253 | recombinant Pol eta, fluorescent DNA replication assay; further: potency means the concentration at half of the fitted maximal effect; on the % scale 0 is the no-effect control and ±100 the full control effect
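Fluorescent replication assay: 50 nM final substrate added after a 15 min room-temperature compound preincubation with 10 nM enzyme. Signal taken at 0 min and again at 10 min.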
POLB inh = DNA polymerase beta (human) inhibition. P06746. Pol beta primer extension/strand displacement, fluorescence kinetic. Potency, µM (series often up to 114 µM), for the others: at the highest dose activity change, negative = inhibition, usual class: inhibitors. 340,000 compounds, 1.3% hits; further: potency means the concentration at half of the fitted maximal effect; on the % scale 0 is the no-effect control and ±100 the full control effect
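Human Pol beta at 10 nM; strand-displacement substrate 50 nM final. Compound exposure 15 min at room temperature before start, reaction 10 min at room temperature.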
RGS4 inh = inhibitors of human regulator of G protein signaling 4. P49798. Transcreener GDP fluorescence polarization, RGS4-accelerated GTP hydrolysis. Potency, µM (top dose mostly 114 µM), inactives show at the highest dose activity change, negative = inhibition, most hits filed as inhibitors. 390,000 compounds, 0.039% hits; further: potency means the concentration at half of the fitted maximal effect; on the % scale 0 is the no-effect control and ±100 the full control effect; nearly all actives have a fitted effect of over 75% in size; some results filed as inactive show a strong effect at the top dose
Target sequence (P49798 whole entry, looked up): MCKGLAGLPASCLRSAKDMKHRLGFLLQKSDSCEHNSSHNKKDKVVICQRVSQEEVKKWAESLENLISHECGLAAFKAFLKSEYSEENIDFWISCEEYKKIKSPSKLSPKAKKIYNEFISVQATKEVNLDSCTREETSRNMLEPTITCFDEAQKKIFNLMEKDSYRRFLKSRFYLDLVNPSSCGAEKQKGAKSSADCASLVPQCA
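MLSMR compounds (23 nl, pin-transferred) preincubated 10 min at room temperature with a 500nM (2x) first reagent, then RGS4 at 900nM (2x) plus Transcreener GDP mix added; fluorescence polarization (620/688 nm) read before and after 90 min at 30 °C.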
Apoferritin bind = candidate novel general anesthetic via apoferritin binding; P02791; apoferritin/1-aminoanthracene competitive binding, fluorescence; Potency, µM (doses to about 77.5 µM), for the others: at the highest dose activity change, negative = displacement, usual class: inhibitors; 350,000 compounds, 0.074% hits; AID 485281; further: potency means the concentration at half of the fitted maximal effect; on the % scale 0 is the no-effect control and ±100 the full control effect; nearly all actives have a fitted effect of over 20% in size
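In PBS, apoferritin at 10 uM is loaded with 1-AMA from a 50% saturated solution. After 10 min of compound exposure at ambient temperature, reduced 535 nm fluorescence indicates probe displacement.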
Starred values were filed as active, the others as inactive; ? = inconclusive; · = not tested or not shown; [ ] = dose if it differs, or a comment. Unless noted, the call rests on the fitted dose curve; in most records, active means well fitted curve in the direction sought with a large enough effect; inconclusive means small, poorly fitted or top-dose-only effect, or another doubt; inactive means no such curve, though single readings can be large; an effect the other way counts as inactive or inconclusive. These rows are one share of the data (hit frequency here may not be typical).

#	Molecule	ERG Ets-DNA blk	ALOX12 inh	POLK inh	APEX1 inh	LDHA inh
1	CCOC(=O)/C(C#N)=C\c1ccc(O)c(OC)c1	-3%	-6%	-11%	8%	-14
2	Cc1cc(N2CCOCC2)c2c(N)cc(C)c(C)c2n1	0%	428%[activator]	-2%	-3%	17
3	O=c1cc(C(O)C[N+](=O)[O-])occ1OCc1ccccc1 (stereo not given)	-19%	?	?	·	-1
4	CCOC(=O)c1sc2nc(C)n(CC(=O)NCC3CCCO3)c(=O)c2c1C (stereo not given)	-11%	-3%	-3%	3%	-6
5	O=C1CCCC2=C1C(c1ccncc1)c1c(nc(SCc3ccccc3Cl)[nH]c1=O)N2 (stereo not given)	0%	27%	-39%	-5%	0
6	Cc1ccc(C)c(NC(=O)Cn2cnc3nc4c(cc3c2=O)CCCC4)c1	10%	?	-5%[60.1 µM]	·	0
7	CC(C(=O)Nc1ccc(O)cc1)c1cccc(C(=O)c2ccccc2)c1 (stereo not given)	1%	-10%	-13%	8%	-3
8	CCCC(=O)Oc1ccccc1C1SCc2cc(C)c(C)cc2CS1	-6%	21%	-2%	-1%	2

#	Pol eta inh	POLB inh	RGS4 inh	Apoferritin bind
1	-20%	-1%	-7%	-15%
2	-3%	0%	-39%	-9%
3	-20%	·	-19%	·
4	-7%	1%	10%[11.4 µM]	-7%
5	?	?	6%	-17%
6	-17%	-3%	0%	-8%
7	-9%	7%	?	-16%
8	-16%	5%	-10%	-13%

Next section.
#	Molecule	ERG Ets-DNA blk	ALOX12 inh	POLK inh	APEX1 inh	LDHA inh
9	O=C(NNc1ccccc1)Nc1cc(Cl)ccc1Cl	-9%	?	-16%	·	3
10	CC(O)CN(Cc1cccc(Cl)c1)CC(C)O (stereo not given)	-1%	?	-5%	9%	-10
11	CC(=O)N1CCc2c(sc3c2c(=O)n(-c2ccccc2)c(=O)n3CC(=O)NCC2CCCO2)C1 (stereo not given)	-8%	12%[57.4 µM]	3%	14%	6
12	O=C1CCC(C(=O)N2CCCCO2)CN1Cc1ccc(Cl)cc1 (stereo not given)	0%	?	-13%	31%	-1
13	COc1ccc(C2C(C(=O)N3CCCC3)c3cc(OC)c(OC)cc3C(=O)N2C)cc1OC (stereo not given)	-16%	2%	-4%	12%	0
14	O=C1CCc2cc(NS(=O)(=O)c3ccc([N+](=O)[O-])cc3)cc3c2N1CC3	0%	-18%	3%	8%	10
15	CCCCN(C(=O)c1cc2c(s1)CCCC2)c1c(N)n(CCC)c(=O)[nH]c1=O	-14%	208%[activator]	-28%	1%	-2
16	CC(C)CCNC(=O)c1ccc2c(c1)N(Cc1cccc(Cl)c1)C(=O)c1ccccc1S2	0%	0%	-9%[60.1 µM]	·	-3

#	Pol eta inh	POLB inh	RGS4 inh	Apoferritin bind
9	-23%	·	-46%	·
10	-15%	9%	27%	2%
11	-8%	91%	-4%	-4%
12	-7%	-6%	?	-4%
13	16%	3%	0%	3%
14	-10%	·	-14%	·
15	-7%	·	-15%	·
16	1%	-3%	16%	-10%

Continuation:
#	Molecule	ERG Ets-DNA blk	ALOX12 inh	POLK inh	APEX1 inh	LDHA inh
17	CC1=C2C3OC(=O)C(C)C3CCC2(C)C=CC1=NO (stereo not given)	-10%	-8%	5%	·	-2
18	S=C(Nc1ccc(Br)cc1)NC1CCCC1	10%	-28%	-4%	17%	-6
19	COC(=O)c1ccccc1NC(=O)CN(c1ccccc1)S(=O)(=O)N(C)C	1%	2%	-9%	·	-5
20	CC(C)CC(NS(=O)(=O)c1ccccc1S(=O)(=O)NC(CC(C)C)C(=O)O)C(=O)O (stereo not given)	-3%	5%	-7%	19%	-5
21	N#CC1=C(N)Oc2ccccc2C12C(=O)Nc1n[nH]c(-c3ccccc3)c12 (stereo not given)	-3%	0%	-9%	-2%	10
22	COc1ccccc1NC(=O)c1nn(-c2cccc(C(F)(F)F)c2)ccc1=O	-6%	-7%	-11%	3%	-9
23	COc1ccc(C2NC(=O)c3ccccc3N2)cc1 (stereo not given)	6%	·	-7%	67%[activator]	1
24	COC(=O)COc1ccc2c(=O)c(Oc3ccccc3Br)coc2c1	7%	0%	-7%	-11%	-6

#	Pol eta inh	POLB inh	RGS4 inh	Apoferritin bind
17	-15%	·	-1%	·
18	-5%	27%	-16%	-4%
19	-10%	·	11%	·
20	-16%	10%	2%	-1%
21	-13%	-1%	9%	4%
22	-17%	-10%	-26%	-11%
23	-19%	13%	-1%	49%[activator]
24	9%	8%	-5%[56.9 µM]	4%

Additional compounds:
#	Molecule	ERG Ets-DNA blk	ALOX12 inh	POLK inh	APEX1 inh	LDHA inh
25	O=c1[nH]n(-c2cccc(Cl)c2)c2ncccc12	-5%	-22%	-9%	2%	-16
26	COc1ccc(/C=N/NC(=O)c2cc(C34CC5CC(CC(C5)C3)C4)[nH]n2)cc1OC	6%	-3%	3%	7%	-4
27	CCn1c(=O)[nH]c2cc(C(=O)N3CCN(c4ccccc4)CC3)ccc2c1=O	-3%	-12%	-6%	-1%	-2
28	CCOC(=O)c1c(NC(=O)COc2cccc(C(F)(F)F)c2)sc2c1CCCCC2	0%	-3%	-2%	·	-10
29	COc1ccc(OC)c(S(=O)(=O)N2CCN3CCCC3C2)c1 (stereo not given)	-7%	0%	-12%	18%	-4
30	Cc1ccc(C2(O)CN(c3ccccc3)C3=[N+]2CCS3)cc1 (stereo not given)	-2%	1%	-19%	0%	-2
31	Cc1cc(-c2ccc(S(=O)(=O)Nc3ccc(C#N)cc3)s2)on1	0%	-18%	-14%	2%	-6
32	O=C(CNC(=O)C1COc2ccccc2O1)Nc1ccc(F)c(F)c1 (stereo not given)	-2%	-27%	-6%	21%	-2

#	Pol eta inh	POLB inh	RGS4 inh	Apoferritin bind
25	-5%	24%	20%	-6%
26	-13%	3%	-6%	-6%
27	1%	12%	22%	2%
28	-5%	12%	?	-3%
29	2%	30%	12%	-4%
30	-15%	2%	-15%	1%
31	5%	7%	9%[11.4 µM]	-2%
32	-19%	·	-18%	·

Continuation:
#	Molecule	ERG Ets-DNA blk	ALOX12 inh	POLK inh	APEX1 inh	LDHA inh
33	O=C(NC1CCCCC1)c1c2c(nc3ccccc13)CCC2	-5%	14%	-19%	-11%	-5
34	Cc1c(CNC(=O)c2cnn3c2NC(c2ccc(Br)cc2)CC3C(F)(F)F)cnn1C (stereo not given)	5%	0%	-3%	0%	-1
35	COc1cc(SSc2cc(OC)cc([N+](=O)[O-])c2N)c(N)c([N+](=O)[O-])c1	0%	?	-4%	-1%	-3
36	CCOc1ccc(N2C(=O)CC(NC3CCN(C(=O)c4ccc(F)cc4)CC3)C2=O)cc1 (stereo not given)	9%	?	?	24%	-11
37	COc1ccc(-c2nnc(NC(=O)c3ccc(F)cc3)o2)cc1	-9%	3%	-4%	?	4
38	COc1ccccc1NC(=S)N1CCN(Cc2ccc3c(c2)OCO3)CC1	-4%	-1%	-5%	2%	-8
39	COc1ccc(S(=O)(=O)N2CCCCC2)cc1NC(=O)CCNC(=O)c1ccc(Cl)cc1	-3%	-20%	-18%	1%	-6
40	COc1ccc(C(=O)Nc2oc(-c3ccccc3)c(-c3ccccc3)c2C#N)cc1OC	·	10%	0%[60.1 µM]	-5%	-4
41	OCCNCc1cc(Br)ccc1OCc1ccc(Cl)cc1	5%	-6%	-8%	2%	-5

#	Pol eta inh	POLB inh	RGS4 inh	Apoferritin bind
33	?	20µM*	6%	-16%
34	-25%	0%	-10%	-18%
35	-15%	13%	-119%	-18%
36	-21%	38%	1%	-12%
37	-1%	13%	12%	4%
38	-6%	2%	-2%	-1%
39	-2%	·	3%	·
40	-2%	-8%	-17%	-12%
41	-17%	-2%	13%	-18%

Grouped by structure: those above with fluorine
#	Molecule	ERG Ets-DNA blk	ALOX12 inh	POLK inh	APEX1 inh	LDHA inh
22	COc1ccccc1NC(=O)c1nn(-c2cccc(C(F)(F)F)c2)ccc1=O	-6%	-7%	-11%	3%	-9
28	CCOC(=O)c1c(NC(=O)COc2cccc(C(F)(F)F)c2)sc2c1CCCCC2	0%	-3%	-2%	·	-10
32	O=C(CNC(=O)C1COc2ccccc2O1)Nc1ccc(F)c(F)c1 (stereo not given)	-2%	-27%	-6%	21%	-2
34	Cc1c(CNC(=O)c2cnn3c2NC(c2ccc(Br)cc2)CC3C(F)(F)F)cnn1C (stereo not given)	5%	0%	-3%	0%	-1
36	CCOc1ccc(N2C(=O)CC(NC3CCN(C(=O)c4ccc(F)cc4)CC3)C2=O)cc1 (stereo not given)	9%	?	?	24%	-11
37	COc1ccc(-c2nnc(NC(=O)c3ccc(F)cc3)o2)cc1	-9%	3%	-4%	?	4

#	Pol eta inh	POLB inh	RGS4 inh	Apoferritin bind
22	-17%	-10%	-26%	-11%
28	-5%	12%	?	-3%
32	-19%	·	-18%	·
34	-25%	0%	-10%	-18%
36	-21%	38%	1%	-12%
37	-1%	13%	12%	4%
